Assay outcomes deposited in PubChem BioAssay by National Center for Advancing Translational Sciences (NCATS).
D1 ag = agonists of human D1 dopamine receptor; P21728; activation, % at 2 µM; HEK293 T-REx D1 cells, calcium flux, agonist mode; hit rate 1% among 360,000; further: 0% is about no effect
Target sequence (P21728 whole entry, looked up): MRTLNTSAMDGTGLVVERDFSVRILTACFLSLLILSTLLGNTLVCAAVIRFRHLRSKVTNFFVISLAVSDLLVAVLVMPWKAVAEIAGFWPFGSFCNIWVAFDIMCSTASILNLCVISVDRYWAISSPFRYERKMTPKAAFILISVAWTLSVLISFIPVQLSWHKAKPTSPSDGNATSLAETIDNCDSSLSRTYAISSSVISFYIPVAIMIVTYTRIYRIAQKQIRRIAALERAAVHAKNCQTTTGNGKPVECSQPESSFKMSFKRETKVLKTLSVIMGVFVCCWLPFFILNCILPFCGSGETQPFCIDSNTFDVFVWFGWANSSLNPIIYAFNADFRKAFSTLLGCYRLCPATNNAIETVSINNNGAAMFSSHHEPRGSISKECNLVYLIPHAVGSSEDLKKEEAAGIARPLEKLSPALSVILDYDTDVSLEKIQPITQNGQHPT
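Tetracycline-induced HEK293 TREx D1 cells, force-coupled to calcium signalling, were dye-loaded with a no-wash calcium kit. Compound was pin-added after a 10 s baseline. Fluorescence was read kinetically at 1 cycle/s for 180 s, with calcium rises flagged as agonism.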
D2 agonist = D2 dopamine receptor (human) agonism | activation, % at 2 µM | P14416 | hit rate 0.53% among 340,000 | HEK293 T-REx D2 cells, calcium flux agonist mode;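 active means activation over 3 SD above normal in the single-dose calcium agonist read, cut at about 30% in these data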; further: 0% is about no effect
Target sequence (P14416 whole entry, looked up): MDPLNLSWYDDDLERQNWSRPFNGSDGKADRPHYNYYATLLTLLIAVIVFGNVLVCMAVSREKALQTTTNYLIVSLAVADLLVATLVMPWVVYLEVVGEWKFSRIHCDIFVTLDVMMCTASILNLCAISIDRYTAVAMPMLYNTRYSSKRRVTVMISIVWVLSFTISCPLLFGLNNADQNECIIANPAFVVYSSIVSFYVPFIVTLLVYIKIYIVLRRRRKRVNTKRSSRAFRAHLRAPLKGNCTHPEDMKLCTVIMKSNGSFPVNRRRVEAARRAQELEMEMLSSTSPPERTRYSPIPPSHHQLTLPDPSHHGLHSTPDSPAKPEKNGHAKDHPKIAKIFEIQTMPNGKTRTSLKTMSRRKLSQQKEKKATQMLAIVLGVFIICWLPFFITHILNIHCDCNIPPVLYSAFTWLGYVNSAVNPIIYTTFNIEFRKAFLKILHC
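Tetracycline-induced HEK293 T-REx cells with force-coupled D2 receptor, plated overnight at 30 C, loaded with no-wash calcium dye. After a 10 s baseline, compound was pin-added and calcium flux read kinetically for 180 s; calcium rises flagged agonists.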
TRHR PAM = TRH receptor (human) allosteric enhancement | AID 493056 | hit rate 0.66% among 360,000 | enhancement, % at 2 µM | P34981 | TRHR cells, fluo-8 calcium fluorescence, EC20 TRH enhancement; in the data active means enhancement above about 30%; further: 0% is about no effect
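Enhancer read-out: after compound pinning and an initial kinetic agonist-mode read, an EC20 of TRH (10 nM final) was injected and fluo-8 calcium signal (Ex 480/Em 530) followed at 1 s/cycle for 100 cycles in TRHR-expressing cells.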
RXFP1 antagonist = RXFP1 (human) relaxin receptor antagonism. Q9HBX9. HEK293-RXFP1, relaxin-stimulated cAMP HTRF, 30 min; stronger effect = lower value. activity change, negative = inhibition, % at 57.5 µM. hit rate 0.59% among 350,000. AID 1259400;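 active means activity change of -60% or lower, but not beyond a set lower limit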; further: on the % scale 0 is the no-effect control and ±100 the full control effect
D2 PAM = positively modulates the human D2 dopamine receptor allosterically | P14416 | HEK293 T-REx D2, calcium flux, EC20 dopamine potentiation | potentiation, % at 10 µM | hit rate 0.34% among 340,000;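 active means potentiation over 3 SD above the plate norm, cut at about 30% in these data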; further: 0% is about no effect
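Cells plated with tetracycline inducer and held overnight at 30 C; calcium dye loaded 30–90 min at room temperature; baseline taken, compound added and read 180 s; EC20 dopamine then added and read 180 s.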
D2 antagonist = antagonists of human D2 dopamine receptor; P14416; HEK293 TREx D2 cells, calcium flux, dopamine EC80; inhibition, % at 10 µM; hit rate 2% among 340,000; AID 485344; in the data active means inhibition above about 30%; further: 0% is about no effect
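Antagonism is scored as inhibition of an EC80 dopamine-evoked calcium signal in a force-coupled, tetracycline-inducible HEK293 T-REx D2 line, with compound present 180 s before agonist.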
D1 potentiator = human D1 dopamine receptor positive modulation | P21728 | HEK293 TREx D1 cells, calcium flux, dopamine EC20 potentiation | potentiation, % at 10 µM | hit rate 0.036% among 360,000 | AID 504651; in the data active means potentiation above about 30%; further: 0% is about no effect
TRHR ag = TRH receptor (human) agonism | P34981 | TRHR cells, calcium flux fluo-8, FDSS agonist mode | activation, % at 2 µM | hit rate 0.18% among 360,000; further: 0% is about no effect
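Agonist-mode FDSS calcium read (Ex 480/Em 530, 1 s cycles) in 1536-well TRHR cells with fluo-8 dye, after 10-cycle baseline and 23 nL compound addition; TRH at EC20 (10 nM final) added afterwards for the enhancer phase.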
D1 antag = blocks dopamine activation of the human D1 receptor; P21728; hit rate 3.2% among 360,000; activity change, negative = inhibition, % at 10 µM; HEK293 TREx D1 cells, calcium flux, dopamine EC80; stronger effect = lower value; AID 504652; in the data active means activity change below about -30%; further: on the % scale 0 is the no-effect control and ±100 the full control effect
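Tetracycline-induced HEK293 Trex D1 cells, force-coupled to calcium, dye-loaded; compounds added and read 180 s, then EC80 dopamine added and calcium flux tracked kinetically another 180 s.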
Starred values were filed as active, the others as inactive; . = not tested or not shown; & = joins results of further samples. Unless noted, no stated cut-off is given here; in the data, active means activation above about 30%; inactive means the rest.

item | smiles | D1 ag | D2 agonist | TRHR PAM | RXFP1 antagonist | D2 PAM | D2 antagonist | D1 potentiator | TRHR ag | D1 antag
1 | O=C(COc1cccc(Cl)c1Cl)Nc1ccc2c(c1)CCC2 | 3 | -0.9 | -2 | -2 | -7 | -9 | -1 | 0.9 | 6
2 | CCc1nnc(NC(=O)c2cc(S(=O)(=O)N(C)c3ccc(OC)cc3)ccc2Cl)s1 | 7 | -0.6 | -4 | -16 | -5 | -19 | -5 | -1.4 | -3
3 | CC(=O)NCCCc1nc2ccccc2n1Cc1ccccc1C | 42* | 0.4 | 1 | 10 | -9 | 12 | -12 | 0.1 | 6
4 | COc1ccc(S(=O)(=O)N(CC(=O)N2CCN(C)CC2)c2ccc(C)cc2)cc1Br | 11 | -0.3 | -5 | -9 | -4 | -7 | -4 | 0.0 | -10
5 | CC(NC(=O)c1ccc(CS(=O)(=O)Cc2ccccc2F)o1)c1ccc2c(c1)OCCO2 (configuration not stated) | 13 | -0.9 | -1 | -2 | 8 | -11 | -4 | -0.1 | -12
6 | O=C(O)CNC(=O)c1ccc(Oc2c(F)c(F)c(Oc3ccc(C(=O)NCC(=O)O)cc3)c(F)c2F)cc1 | 2 | -3.1 | 3 | -16 | . | -7 | -7 | -0.4 | 18
7 | COc1ccc(/C=N/NC(=O)c2ccc(N(C)S(=O)(=O)c3ccccc3)cc2)cc1 | 3 | -0.8 | 0 | -5 | -9 | 10 | -7 | -0.9 | -17
8 | O=C1CCCN1CCC(=O)N1CCCC(Nc2ccc(F)c(F)c2)C1 (configuration not stated) | 2 | 0.2 | -3 | -16 | -8 | 8 | 0 | 0.1 | 4
9 | Cc1ccc(NC(=O)CSc2nc(N)cc(N)n2)cc1S(=O)(=O)N1CCOCC1 | 3 | 1.2 | 6 | 5 | 6 | 12 | -3 | -0.3 | -4
10 | CCOC(=O)C1=C(c2ccccc2)NC(SCC(N)=O)=C(C#N)C1c1cccnc1 (configuration not stated) | 0 | 0.5 | 25 | 18 | -4 | 4 | 0 | 0.4 | 8
11 | O=C(NCc1ccccc1)c1ccccc1NC(=O)C1CCCCC1 | 3 | 0.0 | 16 | -4 | 15 | -25 | -5 | 2.4 | 5
12 | O=C(NNC(=O)c1cnccc1C(F)(F)F)c1ccccc1 | 3 | -0.2 | 4 | 1 | 12 | -5 | 5 | -0.7 | 0
13 | CCOCCCNC(=O)c1cn(C)c2ccc(S(=O)(=O)N(C)C3CCCCC3)cc2c1=O | -1 | 1.6 | 0 | . | 1 | -10 | -4 | -0.6 | -3
14 | CCn1cc(S(=O)(=O)c2cccc(C)c2)c(=O)c2cc(F)c(N3CCCCC3C)cc21 (configuration not stated) | 2 | -1.0 | 3 | -5 | -9 | . | 6 | -0.8 | 15
15 | O=C(NCc1cccc(F)c1)c1ccc(-n2cnc3cccnc32)cc1 | 0 | -0.9 | 4 | -12 | 11 | . | 2 | -0.9 | -3
16 | Nc1cc(=O)nc(SCc2ccccc2)n1Cc1ccco1 | 4 | 0.7 | 0 | -7 | 2 | -10 | 0 | 0.2 | -13
17 | Cc1ccc2c(CN3CCCCC3CCO)cc(=O)oc2c1 (configuration not stated) | 2 | 0.8 | -2 | 2 | -4 | 9 | -7 | -0.3 | -9
18 | COC(=O)\C(C(C)=O)=C(/C=C/C=C/C=C/N(C)C)N(C)C | 2 | -0.1 | 10 | -9 | 2 | -3 | 6 | 0.6 | -14
19 | COC(=O)c1ccc(CN2CCCC(C(=O)c3cc(F)ccc3OC)C2)cc1 (configuration not stated) | 4 | 0.6 | 3 | 4 | -22 | 17 | -3 | -0.5 | 2
20 | O=C(COC(=O)C1CCN(S(=O)(=O)c2cccc3cccnc23)CC1)c1ccccc1 | 2 | 0.5 | 5 | -14 | 14 | -6 | -8 | -1.0 | 3
21 | COc1cc(-c2nc(-c3ccc(-c4ccccc4)nc3OC)no2)cc(OC)c1OC | 3 | 0.5 | 1 | . | 5 | -3 | -4 | -0.5 | -12
22 | Cc1ccc2[nH]c3nc(N/N=C/c4cccc(O)c4)nnc3c2c1 | 3 | 0.4 | -1 | -8 | -11 | 37* | 2 | 0.4 | 21
23 | CC1CCCCN1C(=O)CSc1nnc(-c2cccnc2)n1C1CCCCC1 (configuration not stated) | 3 | -0.3 | -4 | 13 | 6 | -7 | 0 | 0.0 | 3
24 | CCOc1cc(CNc2ncnc3nc[nH]c23)ccc1OC | -2 | -0.6 | 0 | . | -12 | 38* | 2 | -0.2 | -13
25 | CC(C)C(=O)Nc1c(C(=O)c2ccc(F)cc2)oc2ccccc12 | 2 | -0.3 | -12 | 1 | 9 | -4 | 0 | 0.5 | 4
26 | CC(C)c1ccc(COC(=O)CN2C(=O)NC3(CCCCC3C)C2=O)cc1 (configuration not stated) | 0 | 0.1 | -3 | -23 | -2 | -3 | -3 | -0.2 | 9
27 | COCc1cc(=O)[nH]c(/N=C(\N)Nc2ccc(Cl)c(Cl)c2)n1 | 0 | 2.3 | -3 | -5 | -5 | 2 | -3 | 0.1 | 0
28 | CCOC(=O)N1CCc2c(sc3c2c(=O)n(CCc2ccccc2)c(=O)n3Cc2ccc(C)cc2C)C1 | 2 | 0.2 | 4 | 2 | -3 | . | 1 | 0.5 | -2
29 | Fc1ccc(NC(=S)Nc2cccnc2)c(Cl)c1 | 1 | 0.1 | 7 | -12 | -6 | 18 | 1 | 0.6 | 6
30 | COc1ccc(/C=C2\Sc3ccc(C(=O)NC4CC4)cc3N(C)C2=O)cc1OC | 7 | 0.0 | 0 | 0 | 0 | 16 | -12 | 0.3 | -6
31 | COC(=O)Cn1nnc(N2CCOCC2)n1 | 2 | 0.3 | -5 | 8 | -1 | 4 | -1 | 0.4 | 10
32 | COC(=O)c1cnc(NCc2ccc(F)cc2)c2ccccc12 | -1 | 0.4 | 5 | 1 | -5 | . | -2 | 0.2 | 9
33 | CCN(CC)S(=O)(=O)c1cccc(NC(=O)c2ccc(C#N)cc2)c1 | 9 | -0.4 | 5 | 7 | -4 | 22 | -8 | 0.4 | 7
34 | COc1ccc(NC(=O)Cc2csc(C)n2)cc1 | 0 | -0.2 | -1 | -3 | 2 | . | 0 | 0.7 | 4
35 | O=C(COc1ccc(F)cc1)Nc1cc(S(=O)(=O)N2CCCCC2)ccc1N1CCCCC1 | 2 | 1.0 | -6 | -10 | -5 | -22 | -3 | 0.4 | 11
36 | CCOC(=O)c1c(C)[nH]c(C)c1S(=O)(=O)NCC(=O)N1CCN(c2ccccc2F)CC1 | 4 | -0.5 | 1 | . | -1 | . | -3 | -0.6 | -22
37 | CS(=O)(=O)Nc1ccc(C(=O)NCCSc2ccc(Cl)cc2)cc1 | 1 | -1.0 | -3 | 6 | 10 | -4 | -3 | -0.7 | -15
38 | Cc1cccc(NC(=O)c2c(NC(=O)c3ccco3)sc3c2CCC(C(C)(C)C)C3)c1 (configuration not stated) | 0 | 0.5 | 3 | 6 | 11 | . | -2 | -0.6 | 1
39 | CN(C(=O)CSc1nnc(C2CC2)n1-c1ccccc1)C1CCS(=O)(=O)C1 (configuration not stated) | 1 | . | 6 | 2 | 9 | . | 2 | 0.4 | 6
40 | O=C(COc1ccccc1)OCc1csc(Nc2ccccc2)n1 | 2 | -0.7 | 0 | -3 | 4 | -6 | 2 | 0.3 | -8
41 | Cc1ccccc1NC(=O)c1ccc(F)c(S(=O)(=O)NC2CCCC2)c1 | -4 | -0.2 | -5 | -12 | 2 | . | 0 | 0.0 | 5
42 | CCn1c2ccccc2c2cc(NC(=O)C(C)Oc3ccc(OC)cc3)ccc21 (configuration not stated) | 2 | -0.5 | -8 | -21 | -5 | -4 | -11 | 0.3 | -25
43 | COc1ccc(-c2noc(=O)n2Cc2cc(C)ccc2C)cc1 | 4 | -0.4 | -4 | -7 | -3 | 3 | 7 | 0.0 | 8
44 | COc1ccc(NC(=S)Nc2ccccc2OC)c(OC)c1 | 3 | -3.5 | 7 | 5 | -14 | -1 | 1 | -0.8 | -9
45 | O=C(Nc1ccc(-c2nc3ccccc3[nH]2)cc1)c1ccc2c(c1)OCO2 | 5 | 0.6 | -6 | -1 | -2 | 1 | -2 | -0.3 | 1
46 | O=C(CCc1nc(-c2ccccc2F)no1)Nc1ccc(Oc2ccccc2)cc1 | 0 | 0.3 | 2 | -7 | 6 | 7 | 2 | -0.4 | 8
47 | COC(=O)c1ccc(CSc2nnnn2Cc2ccccc2)cc1 | 14 | 0.5 | 1 | 16 | -5 | 6 | -5 | -1.1 | -14
48 | COCC(=O)Nc1cccc(C(F)(F)F)c1 | 3 | 0.8 | 10 | 7 | 33* | -8 | 4 | 0.4 | 6

Single records, from the list above:
O=C(CCc1nc(-c2ccccc2F)no1)Nc1ccc(Oc2ccccc2)cc1 as listed: D1 ag = 0; D2 agonist = 0.3; TRHR PAM = 2; RXFP1 antagonist = -7; D2 PAM = 6; D2 antagonist = 7; D1 potentiator = 2; TRHR ag = -0.4; D1 antag = 8
Cc1ccccc1NC(=O)c1ccc(F)c(S(=O)(=O)NC2CCCC2)c1 as listed: D1 ag = -4; D2 agonist = -0.2; TRHR PAM = -5; RXFP1 antagonist = -12; D2 PAM = 2; D2 antagonist = .; D1 potentiator = 0; TRHR ag = 0.0; D1 antag = 5

New compounds follow:
item | smiles | D1 ag | D2 agonist | TRHR PAM | RXFP1 antagonist | D2 PAM | D2 antagonist | D1 potentiator | TRHR ag | D1 antag
49 | Cc1cc(C)cc(NC(=O)Cn2nnc(C(=O)NCc3ccccc3Cl)c2N)c1 | 4&1 | 0.4&-1.6 | 0&7 | -7&-5 | 1&8 | -13 | -4&4 | 0.1&1.3 | -7&-12
50 | O=C(c1ccccc1)c1cnc[nH]1 | 1 | 0.6 | 30* | 6 | -3 | -6 | -1 | 0.0 | -2
51 | COC(=O)c1ccccc1NC(=O)c1cc(C2CC2)on1 | -1 | 0.4 | 7 | -11 | 5 | 4 | -6 | 0.0 | 8
52 | O=C1CC(c2cccs2)CC2=C1C(c1ccccc1)n1ncnc1N2 (configuration not stated) | 2 | -0.4 | -7 | -1 | -6 | 21 | -3 | -0.4 | 21
53 | CNC(=O)COC(=O)c1ccc(-c2nc3ccccc3s2)s1 | 2 | -1.7 | -2 | -1 | 2 | 5 | -3 | -0.4 | 2
54 | COc1ccc(OC)c(C(O)c2nc3ccccc3n2C(C)C)c1 (configuration not stated) | 0 | . | -4 | 10 | . | . | -1 | -0.5 | -12
55 | O=C(c1cccc(S(=O)(=O)N2CCCCC2)c1)N1CCN(c2ccccc2)CC1 | -1 | 0.9 | 1 | -22 | 4 | -5 | 9 | -0.4 | 9
56 | COc1cc(/C=N/O)c(Br)cc1OCC(=O)Nc1ccccc1C | 2 | -1.0 | 6 | -2 | 13 | -1 | 6 | -0.3 | -4
57 | COC(=O)C1C(=O)C2=C(CC1C)Nc1ccccc1NC2c1ccc(C)s1 (configuration not stated) | 2 | . | 18 | -4 | 0 | . | 3 | -0.1 | 10
58 | CC1(C)Cc2cccc(OCC(=O)NCc3ccccc3F)c2O1 | 3 | 0.5 | -1 | -1 | -6 | 13 | 0 | 0.2 | -35*
